# HIF-2a inh = HIF-2a reporter inhibitors, primary screen, luminescence, 786-0 RCC cells. 786-0 RCC cells HIF-2a reporter, luciferase luminescence, overnight. inhibition, % at 18.8 µM. 360,000 tested, 0.72% active;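 active means inhibition of the luminescence signal of 40% or more relative to plate controls, in a single-dose primary screen at 18.75 µM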
# aDG glyco act = activators of alpha-DG glycosylation, primary screen, uHTS, Pro5-aDG cells, AlphaScreen | activation, % at 10 µM | 360,000 tested, 0.22% active | AID 624168, 2012 | alpha-DG glycosylation AlphaScreen (IIH6); 0% Pro5, 100% B10-LARGE cell signal;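 active means activation of at least 8% versus controls, or a plate z-score of at least 8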;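 further: Pro5 are CHO cells carrying HIG-tagged alpha-DG that lacks glycosylation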
# MITF TRPM1 inh = inhibitors of MITF-dependent TRPM1 promoter reporter, primary screen, cell-based, SK-MEL-5, single point, luciferase; SK-MEL-5 TRPM1 promoter luciferase, 24 h; inhibition, % at 12.5 µM; 330,000 tested, 0.83% active;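 active means mean inhibition across replicates of 60% or more, whatever share of single replicates reaches that level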; further: values of inactives mirror those of a sister screen read the other way
# NR2E3 ag-1 = NR2E3 agonists in two-hybrid cells, primary screen, cell-based, luminescence, CHO-S, Gal4-NCOR/VP16-NR2E3; luciferase; inhibition of corepressor binding, % at 3.98 µM; 360,000 tested, 0.35% active; AID 602229, 2012;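 active means inhibition above the mean of all tested compounds plus 3 SD, cut at about 70% in these data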;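 further: 0% = DMSO with NR2E3 transfected cells and 100% = cells lacking NR2E3 construct; higher means lower luciferase signal from less NR2E3 corepressor binding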
# Target sequence (Q9Y5X4 whole entry, looked up, the tested form may be a part): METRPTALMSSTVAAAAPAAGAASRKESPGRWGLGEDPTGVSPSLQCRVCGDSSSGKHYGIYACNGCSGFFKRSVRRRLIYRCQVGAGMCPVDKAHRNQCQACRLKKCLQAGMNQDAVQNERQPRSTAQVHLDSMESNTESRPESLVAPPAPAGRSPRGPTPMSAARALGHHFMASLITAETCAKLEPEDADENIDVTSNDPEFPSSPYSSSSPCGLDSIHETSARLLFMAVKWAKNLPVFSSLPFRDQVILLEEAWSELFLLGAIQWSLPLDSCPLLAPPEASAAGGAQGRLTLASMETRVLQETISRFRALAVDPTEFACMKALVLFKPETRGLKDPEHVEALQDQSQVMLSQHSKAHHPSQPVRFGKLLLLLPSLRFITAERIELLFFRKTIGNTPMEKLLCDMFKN
# hiPSC survival = enhancers of single-cell hiPSC survival, primary screen, ATPlite luminescence | AID 602274, 2012 | 360,000 tested, 0.044% active | survival enhancement, % at 20 µM | 100% = ROCK inhibitor wells, 0% = DMSO; in the data active means survival enhancement above about 18%;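 further: cells exposed to compounds for 16 hours before the ATP read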
# CF NFkB inh = inhibitors of PAF-induced NF-kB signaling, primary screen, cell-based, GFP fluorescence, uHTS. KKLEB NF-kB-GFP reporter, GFP fluorescence overnight. inhibition, % at 5 µM. 360,000 tested, 0.86% active. AID 588850, 2011;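 active means at least 50% inhibition at 5 µM, scaled per plate between neutral and stimulator controls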;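 further: PAF is a Pseudomonas aeruginosa culture filtrate used as stimulus; plate controls were PAF-stimulated DMSO wells for no effect and unstimulated DMSO wells for full effect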
# Peg3 prom inh = Peg3 promoter-driven luciferase inhibitors, primary screen, cell-based, HeLa, luciferase luminescence; 360,000 tested, 1.7% active; inhibition, % at 20 µM; HeLa PEG-Prom luciferase reporter, overnight;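 active means inhibition of at least 50% at 20 µM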
# NR2E3 ag-2 = inhibitors of NR2E3-RetCOR corepressor binding, primary screen, NR2E3 agonist project, biochemical, TR-FRET, GST-NR2E3, biotin-RetCOR. 1536-well. inhibition of corepressor binding, % at 4.78 µM. 320,000 tested, 0.12% active. AID 2300, 2010;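 active means percent inhibition above the cutoff of mean plus 3 SD of all tested compounds, set per screening campaign, cut at about 20% in these data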;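 further: 0% = DMSO wells and 100% = biotin wells as full block of FRET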
#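 Format: 1536-well format; test system: GST-NR2E3 and biotin-RetCOR proteins; read-out basis: percent inhibition of TR-FRET ratio; timing: 5 h incubation at 4 °C; detection: time-resolved FRET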
# Shn3 inh set2 = reduction of Shn3 3'UTR firefly luciferase signal, primary screen, Schnurri-3 inhibitor project, cell-based, Clone20 osteoblasts, set 2; Clone20 osteoblast Shn3 3'UTR firefly luciferase, 24 h; inhibition, % at 12.5 µM; 360,000 tested, 0.52% active; AID 588674, 2011;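 active means mean inhibition of at least 75% with every replicate also reaching 75%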;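 further: 0% = median of neutral control wells and 100% = pilot-screen positive control compound; some compounds past the cut are filed as inactive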
# KKLEB cytotox = cytotoxicity in KKLEB CF airway cells, primary screen, cytotoxicity control for CF NF-kB inhibitor project, cell-based, uHTS, fluorescence assay plates; KKLEB CF airway cells viability, ATPlite luminescence, overnight; active compounds read low; cells stimulated with P. aeruginosa culture filtrate; activity change (cytotoxicity), % at 5 µM; 360,000 tested, 0.36% active;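 active means corrected activity change at or below -50% at 5 µM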
# TWEAK Fn14 block = inhibitors of TWEAK-Fn14 signaling, primary screen, luciferase reporter cells, uHTS. 360,000 tested, 2% active. TWEAK-stimulated Fn14 reporter cells, luciferase luminescence, 8 h. inhibition, % at 10 µM; in the data active means inhibition above about 50%
# The depositor's hits bear a star; / = not tested or not shown.
SMILES,HIF-2a inh,aDG glyco act,MITF TRPM1 inh,NR2E3 ag-1,hiPSC survival,CF NFkB inh,Peg3 prom inh,NR2E3 ag-2,Shn3 inh set2,KKLEB cytotox,TWEAK Fn14 block
CCOC(=O)NC(c1ccccc1)C1CCCCC1=O (centres undefined),14,0.0,-5,9,-1.9,-4,11,0,-3,2,-9
COc1ccc(CC(=O)N/N=C/C=C/c2cccc([N+](=O)[O-])c2)cc1OC,11,-0.2,/,-4,0.0,-5,12,-2,20,10,-11
COc1ccc(/C=C2/C(=O)N(c3ccccc3)N=C2C)cc1,33,-0.1,/,-13,0.6,-4,14,-4,-9,2,0
Brc1cnc2nc[nH]c2c1,20,0.0,-5,-9,-0.7,-3,15,-2,-2,17,10
CC(=O)NC1C(=O)N(CCN2CCOCC2)c2ccc(Cl)cc21 (centres undefined),23,0.0,13,-10,0.1,-10,-8,/,-32,1,1
Cc1cc(C(=O)Nn2cnc3ccccc3c2=O)ccc1[N+](=O)[O-],9,-0.8,-10,-28,0.0,-34,7,-3,-15,9,-7
O=C(NC1CC1)C1=C[C@H](c2ccc(Br)cc2)C[C@H](OCc2ccc(CO)cc2)O1,-18,1.0,0,-16,1.2,10,-9,-3,-14,-16,-9
Cc1nc2ncnn2c(C)c1CCC(=O)NCc1ccco1,15,4.7,-4,4,-1.5,-5,0,-3,5,-2,4
O=C(Nc1ccc2c(c1)OCO2)N1CCCc2ccccc21,-49,-0.1,-32,-72,-0.1,-7,-43,-1,-88,9,15
COC(=O)N/N=C\C=C\c1ccc2c(c1)OCO2,-158,-0.1,-30,-47,-3.7,-3,-183,-2,-47,9,-18
COc1cc(/C=N/NC(=O)c2ccc(=O)[nH]n2)ccc1O,12,0.5,-8,1,2.4,3,14,-1,-47,7,-1
COc1cccc(NC(=O)/C=C/c2ccc([N+](=O)[O-])cc2)c1,-289,-0.3,-20,-67,-0.6,-9,-171,5,-20,-4,-5
Cc1ccc(-n2ncc3c(=O)n(CC(=O)N4CCN(c5ccccc5)CC4)cnc32)cc1,-4,-0.1,10,1,0.3,-8,6,-2,7,-5,14
CCCn1nnnc1NCc1cccc(Cl)c1,11,0.1,10,3,0.4,-4,9,2,-6,1,3
CCc1nc2ccc(C(=O)NCc3ccc4c(c3)OCO4)cn2c1N(C)CCC(C)C,5,0.1,/,12,1.6,-19,47,/,21,-3,-1
COC(=O)c1ccc2nc(-c3ccc(OC)c(OC)c3)c(Cc3ccsc3)n2c1,-4,3.4,/,1,2.4,-10,9,/,-21,0,-20
Cc1ccc(C)c2[nH]c(=O)c(CCNC(=O)c3ccc(Br)o3)cc12,-11,-0.1,5,-5,0.7,-9,4,2,18,-7,-9
O=C(OCc1nnc(-c2ccccc2)o1)C1CCN(C(=O)c2ccc(Cl)cc2)CC1,6,0.0,2,10,-0.5,2,-12,/,-18,1,-2
COc1ccccc1-c1nn2c(C3COc4ccccc4O3)nnc2s1 (centres undefined),-13,0.1,0,6,12,-18,-2,-2,9,-8,-21
Cc1[nH]c2ccccc2c1C(=O)COC(=O)c1ccc[n+]([O-])c1,5,-0.1,6,-14,0.7,6,-15,1,-5,11,3
Cc1ccnc(NC(=O)c2cc3c(=O)oc4ccc(C)cc4c3s2)c1,2,-0.1,10,-14,0.2,2,-1,4,5,2,-48
COCCCNC(=O)c1cc2c(-c3cccc(OC)c3)nn(C)c2s1,-16,-0.3,10,-32,0.1,8,32,-2,-8,7,10
CC1CCN(c2ccccc2NC(=O)c2ccc([N+](=O)[O-])o2)CC1,8,-0.1,40,-7,-0.4,-7,16,6,-2,9,45
COc1ccc(C(=O)Oc2ccc(/C=N/O)cc2)cc1,-6,0.0,-10,-21,-1.3,0,-17,0,11,9,-36

# As a short view, part of the list above.
SMILES,HIF-2a inh,aDG glyco act,MITF TRPM1 inh,NR2E3 ag-1,hiPSC survival,CF NFkB inh,Peg3 prom inh,NR2E3 ag-2,Shn3 inh set2,KKLEB cytotox,TWEAK Fn14 block
Cc1ccc(-n2ncc3c(=O)n(CC(=O)N4CCN(c5ccccc5)CC4)cnc32)cc1,-4,-0.1,10,1,0.3,-8,6,-2,7,-5,14
CCCn1nnnc1NCc1cccc(Cl)c1,11,0.1,10,3,0.4,-4,9,2,-6,1,3
CCc1nc2ccc(C(=O)NCc3ccc4c(c3)OCO4)cn2c1N(C)CCC(C)C,5,0.1,/,12,1.6,-19,47,/,21,-3,-1
COC(=O)c1ccc2nc(-c3ccc(OC)c(OC)c3)c(Cc3ccsc3)n2c1,-4,3.4,/,1,2.4,-10,9,/,-21,0,-20
Cc1ccc(C)c2[nH]c(=O)c(CCNC(=O)c3ccc(Br)o3)cc12,-11,-0.1,5,-5,0.7,-9,4,2,18,-7,-9
O=C(OCc1nnc(-c2ccccc2)o1)C1CCN(C(=O)c2ccc(Cl)cc2)CC1,6,0.0,2,10,-0.5,2,-12,/,-18,1,-2
COc1ccccc1-c1nn2c(C3COc4ccccc4O3)nnc2s1 (centres undefined),-13,0.1,0,6,12,-18,-2,-2,9,-8,-21
Cc1[nH]c2ccccc2c1C(=O)COC(=O)c1ccc[n+]([O-])c1,5,-0.1,6,-14,0.7,6,-15,1,-5,11,3
Cc1ccnc(NC(=O)c2cc3c(=O)oc4ccc(C)cc4c3s2)c1,2,-0.1,10,-14,0.2,2,-1,4,5,2,-48
COCCCNC(=O)c1cc2c(-c3cccc(OC)c3)nn(C)c2s1,-16,-0.3,10,-32,0.1,8,32,-2,-8,7,10
CC1CCN(c2ccccc2NC(=O)c2ccc([N+](=O)[O-])o2)CC1,8,-0.1,40,-7,-0.4,-7,16,6,-2,9,45
COc1ccc(C(=O)Oc2ccc(/C=N/O)cc2)cc1,-6,0.0,-10,-21,-1.3,0,-17,0,11,9,-36

# (cont.)
SMILES,HIF-2a inh,aDG glyco act,MITF TRPM1 inh,NR2E3 ag-1,hiPSC survival,CF NFkB inh,Peg3 prom inh,NR2E3 ag-2,Shn3 inh set2,KKLEB cytotox,TWEAK Fn14 block
Fc1cccc(Cn2ccc(-c3ccc4c(c3)OCO4)n2)c1,-215,0.1,-42,-43,-0.9,6,-217,3,-2,-5,-9
N#CC1(C#N)C(C(N)=O)C1c1ccccc1 (centres undefined),18,0.1,-2,2,-0.3,-4,6,4,11,8,-3
O=C(NN1CCOCC1)c1cc(-c2ccc(Br)s2)nc2ccccc12,-8,0.3,-4,-25,-0.3,-35,-8,-1,-7,-6,-10
C=CCSc1n[nH]c(-c2cccs2)n1,-43,0.1,-31,-24,0.4,8,-22,1,-6,1,-9
O=C(CCCN1C(=O)/C(=C/c2ccc3c(c2)OCO3)SC1=S)Nc1ccc(C(=O)O)cc1,69*,0.0,20,51,1.9,11,19,2,22,3,6
Cc1ccc(C)c(NC(=O)CN(C)C(=O)c2ccc(S(=O)(=O)N(C)c3ccccc3)cc2)c1,11,0.0,7,-1,-0.2,3,3,1,22,10,1
CCOc1ccccc1N1CCN(C(=O)CNC(=O)c2ccc(OC)c(OC)c2)CC1,9,0.1,-4,7,0.1,-2,17,-2,4,4,23
Cc1cc(NC(=O)C(C)C)ncc1NC(=O)c1cccc(F)c1,1,0.0,3,-13,6.3,1,-3,4,-4,-3,-9
CCCn1c(C(C)Nc2nc(C)cs2)nc2cc(Cl)c(Cl)cc21 (centres undefined),10,0.1,1,7,1.6,8,-1,3,-3,-3,7
CCOc1ccccc1CN1CCN(CCCn2cccn2)CC1CCO (centres undefined),17,0.7,1,0,1.3,2,10,4,9,8,-21
O=C(OCC1CC(c2ccccc2)=NO1)c1ccc(Br)cc1 (centres undefined),-8,0.2,-6,5,5.0,-11,-1,-2,1,3,-11
COc1ccc(Cl)cc1NC(=O)CSc1nc(=O)n(CCN(C)C)c2c1CCCC2,19,0.8,-2,-13,-0.3,36,1,-2,6,-33,-2
CCc1cccc(NC(=O)c2cccc3c2C(=O)N(CC2CCCO2)C3)c1 (centres undefined),-56,0.0,-45,4,4.7,-19,5,-2,-14,-6,6
O=C(Nc1ccc(Br)cc1)c1cccnc1N1CCOCC1,13,0.3,5,-34,-0.2,9,12,-3,9,2,-9
O=C1c2cccc([N+](=O)[O-])c2C(=O)N1c1c[nH]c(=O)[nH]c1=O,18,-0.1,18,-9,-1.2,10,5,1,7,-12,26
COCCCNc1nc(N)c([N+](=O)[O-])c(Nc2cc(OC)ccc2OC)n1,17,-0.1,-1,-3,-0.6,8,17,-1,-13,-13,-3
COc1cccc(NC(=O)c2ccccc2N(Cc2ccccc2)S(C)(=O)=O)c1,11,0.1,4,3,-0.4,10,-1,1,0,-4,6
CC1CN(C(=S)Nc2ccc(SC(F)F)cc2)CC(C)O1 (centres undefined),-9,0.1,-12,-13,-0.4,19,7,2,32,-8,9
COCCCNC(=S)NCCNc1nc2c(C)c(C)ccc2cc1C#N,-22,0.2,0,-17,1.9,-14,8,/,2,18,-8
Cc1cc(O)c(Oc2cc(C)cc(O)c2O)c(O)c1,3,-0.3,3,-38,2.0,2,-20,0,-16,-15,-1
COCCCNC(=O)C[C@@H]1C[C@@]2(C(=O)OC)CCCCC=C2N(Cc2ccccc2)C1=O,7,0.4,/,16,0.6,/,/,/,/,/,0
CC(C)CN(C)C(=O)CCc1nnc(Cc2cccc(C(F)(F)F)c2)o1,-194,0.0,-60,-66,0.3,-1,-173,4,-30,-2,-2
Fc1cc(NCc2ccccc2)nc(NCc2ccccc2)n1,-128,0.3,-11,-49,-1.4,-36,-82,0,-14,0,-83
O=C(COc1ccc(Br)cc1)Nc1ccc(CN2CCOCC2)cc1,15,0.2,1,11,0.1,-40,5,2,1,18,1
Cc1cc(C)n(C(=O)c2c([N+](=O)[O-])c(C)nn2C)n1,10,0.1,-8,-4,-0.8,2,6,-1,-15,-5,19
Cn1c(SCC(=O)c2ccccc2)nnc1-c1ccco1,-137,0.2,-23,-51,1.1,-2,-174,1,-52,2,-15
CCCc1cc(C(=O)N2CCCC(C(=O)c3cc(C)c(OC)c(C)c3)C2)n(C)n1 (centres undefined),16,0.0,-2,9,-0.5,1,22,5,74,0,-5
